p97 ATPase inh = blocks human p97 ATPase activity | recombinant p97 ATPase, Kinase-Glo ATP luminescence, 3 h | hit rate 0.42% among 220,000 | AID 1481 | P55072 | inhibition, % at 8 µM; in the data active means inhibition above about 15%;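 further: 0% = DMSO vehicle and 100% = wells lacking enzyme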
Target sequence (P55072 whole entry, looked up): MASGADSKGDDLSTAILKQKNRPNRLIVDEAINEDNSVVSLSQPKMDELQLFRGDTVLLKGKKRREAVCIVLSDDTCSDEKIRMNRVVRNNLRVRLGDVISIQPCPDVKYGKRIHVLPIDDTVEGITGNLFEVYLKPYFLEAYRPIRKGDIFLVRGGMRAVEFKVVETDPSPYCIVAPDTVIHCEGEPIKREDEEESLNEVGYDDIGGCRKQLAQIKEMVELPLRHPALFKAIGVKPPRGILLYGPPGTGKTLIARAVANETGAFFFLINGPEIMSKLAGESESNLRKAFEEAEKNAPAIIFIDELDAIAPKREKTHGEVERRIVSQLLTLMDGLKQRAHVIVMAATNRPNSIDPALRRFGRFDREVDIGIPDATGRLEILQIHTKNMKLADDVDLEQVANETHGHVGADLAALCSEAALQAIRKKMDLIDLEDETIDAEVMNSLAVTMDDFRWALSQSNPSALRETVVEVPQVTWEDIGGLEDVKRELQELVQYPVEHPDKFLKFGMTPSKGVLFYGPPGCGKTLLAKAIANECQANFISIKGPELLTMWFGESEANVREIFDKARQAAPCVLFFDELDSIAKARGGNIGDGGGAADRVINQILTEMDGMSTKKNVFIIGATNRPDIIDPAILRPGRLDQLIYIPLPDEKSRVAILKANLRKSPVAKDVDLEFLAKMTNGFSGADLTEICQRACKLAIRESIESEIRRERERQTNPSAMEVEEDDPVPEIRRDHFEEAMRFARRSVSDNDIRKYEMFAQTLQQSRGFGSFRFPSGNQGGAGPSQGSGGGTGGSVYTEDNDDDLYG
S1P4 ag = agonists of human S1P4 receptor; S1P4-expressing cell line, agonist reporter assay; activation, % at 4.98 µM; hit rate 0.35% among 220,000; AID 1509; in the data active means activation above about 11%;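 further: 0% = DMSO vehicle and 100% = reference agonist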
EP2 antag = inhibitors of human EP2 prostaglandin E2 receptor. P43116. C6 glioma cells expressing human EP2, cAMP TR-FRET; cells stimulated with saturating PGE2. inhibition, % at 25 µM. hit rate 0.52% among 260,000;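 active means percent inhibition above 40 after rounding to a whole number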;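 further: rat C6 glioma host cells with rolipram phosphodiesterase inhibitor present; the protocol text gives 20 µM as final concentration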
S1P4 antag = antagonists of human S1P4 receptor; O95977; S1P4-expressing cells, antagonist mode, reporter read-out; inhibition, % at 4.98 µM; hit rate 0.26% among 220,000; AID 1510; in the data active means inhibition above about 29%;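 further: 0% = wells stimulated with agonist and 100% = vehicle wells without agonist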
NPY Y1 blocker = NPY-Y1 (human) receptor antagonism. HEK293-CNG Y1 cells, membrane potential fluorescence; NPY at EC95, then isoproterenol. inhibition, % at 3.6 µM. hit rate 1% among 200,000. AID 1040;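 active means inhibition above the campaign mean inhibition of all tested compounds plus 3 SD, cut at about 20% in these data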;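 further: 0% = DMSO wells given NPY plus isoproterenol and 100% = isoproterenol alone without NPY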
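System: HEK293 cells with Y1 receptor plus CNG channel / Probe or stimulus: NPY 25 nM then isoproterenol 1 µM plus Ro 20-1724 25 µM / Compound: one concentration, 3.6 µM, in 0.4% DMSO / Schedule: compound incubation 1 h at room temperature, readout 45 min post-stimulation / Measured by: membrane potential fluorescence / Read-out: % inhibition of NPY effect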
eIF4E-4G inh = blocks eIF4E binding to eIF4G. P63073+Q04637. TR-FRET eIF4E-eIF4GI(517-606) binding, 2 h. inhibition, % at 21.7 µM. hit rate 0.37% among 220,000. AID 782;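 active means inhibition above about 30%, limit read from the data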;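 further: 0% = full FRET control wells and 100% = background wells lacking eIF4GI fragment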
EP2 mod = modulates human prostaglandin E2 receptor EP2 signaling; P43116; EP2-expressing cells, cAMP HTRF FRET, PGE2 co-stimulation; induction, % at 25 µM; hit rate 0.83% among 260,000; AID 940;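 active means compounds whose cAMP rise, as percent of the full-agonist control response, exceeds 60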;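 further: rat C6 glioma line stably carrying human EP2 under a CMV promoter; the protocol text gives 20 µM as final concentration; 100% = response of wells given 1 µM PGE2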
NPY1 pot ag = potentiators or agonists of human neuropeptide Y receptor Y1. hit rate 0.37% among 220,000. AID 1304. NPY-Y1 expressing cells, potentiator/agonist activation. P25929. activation, % at 3.6 µM; in the data active means activation above about 33%, passing the limit was not always enough;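 further: cells stimulated with NPY at EC10 then isoproterenol at EC100; 0% = low agonist plus stimulus and 100% = saturating agonist plus stimulus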
NPY2 pot ag = human NPY-Y2 potentiation or agonism, primary screen | cells expressing NPY-Y2, potentiator/agonist read-out | activation, % at 3.6 µM | hit rate 0.45% among 220,000; in the data active means activation above about 27%;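 further: cells stimulated with NPY near EC25 plus isoproterenol at EC100; 0% = vehicle plus submaximal agonist and 100% = vehicle plus saturating agonist; some results beyond the cut were filed as inactive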
* hit, by the source's call; x = not tested or not shown; & = joins results of further samples; [ ] = another dose, or the depositor's remark. An excerpt, so the mix of outcomes need not match the whole.

SMILES	p97 ATPase inh	S1P4 ag	EP2 antag	S1P4 antag	NPY Y1 blocker	eIF4E-4G inh	EP2 mod	NPY1 pot ag	NPY2 pot ag
CCOC(=O)c1c(/N=C/C2=C(O)CC(C)(C)CC2=O)sc(C(C)=O)c1C	1	1.5	8	-1	-1	0	58	5	0
Cc1ccc(S(=O)(=O)NNC(=O)c2sc(=S)n(C)c2C)cc1	9	0.8	6	-15	7	0[fluorescence artefact?]	-1	14	-13
CNC(=O)CSc1cn(CC(=O)N(C(C)C)C(C)C)c2ccccc12	4	-1.2	8	14	-6	2	1	11	12
O=C(/C=C/c1ccco1)Nc1cccnc1Cl	-12	0.2	12	-17	x	10	-17	14	3
O=C(O)C1CCCCC1C(=O)Nc1ccc(Cl)cc1Cl (stereo not given)	5	0.3	6	-5	1	1	33	-17	16
Cn1cccc1C(=O)NS(=O)(=O)c1ccccc1Cl	1	1.1	9	4	2	6[fluorescence artefact?]	17	22	6
Cc1cccnc1NC(=O)c1ccc(S(=O)(=O)N2CC(C)OC(C)C2)cc1 (stereo not given)	-1	2.6	3	-10	5	0	14	-10	5
O=c1nc2c(-c3ccccc3F)n[nH]n2c2ccccc12	6	1.1	14	-2	8	8	-14	5	2
Clc1ccc(SCc2cn3cccnc3n2)cc1	2	1.2	7	-12	-1	1	-10	8	-3
O=C(OCC(=O)N1CCCC1)c1ccccc1OCc1ccccc1	-2	-2.2	16	-13	-3	-5	4	-8	3
Oc1ccc(-c2csc(Nc3ncccn3)n2)cc1O	10	-1.1	8	-4	-1	-2	-37	3	11
COC(=O)CCC(NC(=O)c1cc(-c2ccc3c(c2)OCCO3)oc1C)C(=O)OC (stereo not given)	-2	0.8	13&7	-12	4	1	14&-40	3	8
COc1ccc(C(CCO)NC(=O)c2cccs2)cc1OC (stereo not given)	0	2.5	2	-19	-4	5	-4	7	-28
CC(C)C(NC(=O)c1ccc(C(C)(C)C)cc1)C(=O)NC1=NCCS1 (stereo not given)	-3	3.3	21	-19	0	3	31	13	-15
COC(=O)c1ccc(C(=O)OC)c(NC(=O)COC(=O)C23CC4CC(CC(O)(C4)C2)C3)c1	-4	0.1	11	2	10	-5	-3	-12	-11
Cc1c(N(C)C(=O)C2CCCN2S(=O)(=O)c2ccccc2)c(=O)n(-c2ccccc2)n1C (stereo not given)	4	-0.3	-8	-10	2	1	17	-4	5
COc1ccc2[nH]cc(CCn3ccc(O)c(C/C=C/c4ccccc4)c3=O)c2c1	3	-0.4	4	-15	-8	-1	-37	15	20
O=C(C(Cc1ccccc1)n1cccc1)N1CCN(c2ccccc2)CC1 (stereo not given)	-8	-0.8	11	-25	6	-1	-6	0	-8
CN(CC(O)COCc1cccs1)C1CCCCC1 (stereo not given)	4	1.6	10	-6	4	1	17	6	2
O=C(COC(=O)CNC(=O)c1ccccc1Cl)Nc1ncc(C(F)(F)F)cc1Cl	1	0.5	4	6	-2	7[fluorescence artefact?]	40	4	1
CS(=O)(=O)N1CCCC(C(=O)NCc2cccs2)C1 (stereo not given)	5	-0.1	1	5	2	5[fluorescence artefact?]	9	-1	14
O=C(c1ccc2snnc2c1)N1CCSCC1	-1	1.9	2	1	9	2	35	7	0
CC(C)CCOc1ccc(C(=O)CCNC(C)C(=O)O)cc1 (stereo not given)	3	0.9	12	2	-2	2	-2	6	18
CCSc1ccc(-c2nn(-c3ccccc3)cc2/C=C(/C#N)C(=O)NCCCOC)cc1	3	3.2	2	-8	5	-1	2	1	4
O=C(NCCc1ccc(Cl)cc1)c1nnc(Cc2ccc(Cl)cc2)o1	7	5.5	5	-4	2	1	8	-8	3
New compounds follow
SMILES	p97 ATPase inh	S1P4 ag	EP2 antag	S1P4 antag	NPY Y1 blocker	eIF4E-4G inh	EP2 mod	NPY1 pot ag	NPY2 pot ag
COc1ccc(C(=O)NNC2=NC(C)(C)Cc3cc(C)c(C)cc32)cc1	-4	-1.0	x	-17	4	-1	-3	-8	3
Cc1csc(OCc2ccc(C#N)cc2)n1	-3	0.8	1	-18	-4	-20	9	7	-10
O=C(N/N=C/c1cn[nH]c1-c1ccc(F)cc1)c1ccncc1	-3	0.4	7	-15	0	9[fluorescence artefact?]	-15	3	-13
Cc1[nH][nH]c(=O)c1N=Nc1ccc(Cl)cc1	2	3.1	11	-9	0	8	35	17	-5
S=c1[nH]nc(Cc2ccccc2)n1Cc1ccco1	6	0.4	-1	6	1	-7	53	-12	2
COCC(=O)N(C)c1nnc(-c2cnc(C)cn2)s1	7	-1.9	17	2	2	5	71*	-13	10
Cc1cccc(NC(=O)N(Cc2cc3cc(C)ccc3[nH]c2=O)CC2COCCO2)c1 (stereo not given)	-4	0.3	16	-8	-3	3	-17	-9	-15
COCc1cc(=O)[nH]c(=S)[nH]1	8	-1.3	5	-4	-5	-5	3	6	-7
O=C(COc1nsnc1N1CCOCC1)Nc1ccc(Cl)cc1	-4	1.3	20	-4	-4	-4	-27	-9	-9
CC(=O)C1C(c2ccccc2Cl)NC(=O)NC1(O)C(F)(F)F (stereo not given)	-1	-0.6	13	-14	4	-3	-10	-4	-10
COc1cccc(CNC(=O)CCC2CCCN(c3cc(C)nc(N4CCCC4)n3)C2)c1 (stereo not given)	5	-0.4	3	-2	8	0	-28	-2	-17
CCOC(=O)C1CN(S(=O)(=O)c2ccc(C)cc2)C1	-1	-2.5	8	6	0	-7	3	24	0
Cc1nc2sc(C(c3ccccc3)N3CCN(c4ccccc4F)CC3)c(O)n2n1 (stereo not given)	3	-4.2	10	-11	-2	-7[fluorescence artefact?]	34	-13	-1
O=C1CCCc2c1nc(-c1ccc(F)cc1)n2O	1	3.3	8	-16	x	-2	-10	9	4
CCOc1ccc(/C(O)=C2\C(=O)C(=O)N(CCOCCO)C2c2ccccc2OC)cc1 (stereo not given)	3	-0.5	12	-3	2	3	24	18	18
COc1ccc(-c2c(C(F)(F)F)oc3cc(OCC(=O)Nc4ccccc4C(F)(F)F)ccc3c2=O)cc1OC	3	-1.4	12	-9	0	-13	19	-23	10
O=C(N/N=C/c1ccc([N+](=O)[O-])o1)c1cn(-c2ccccc2)nc1-c1ccccc1	6	-0.1	5	-20	-2	4	-82	14	6
O=c1c(Cl)c(NCC2CCCO2)cnn1C12CC3CC(CC(C3)C1)C2 (stereo not given)	0	-1.2	3	-3	-2	-1	7	2	-10
Cn1c(=O)oc2cc(S(=O)(=O)NC3CCCCCCC3)ccc21	3	2.0	3	7	7	4	6	-21	-25
Cc1ccc(S(=O)(=O)N(C)c2c(C)ccc(S(N)(=O)=O)c2C)cc1	-4	2.0	3	-5	-2	0	-1	-14	-1
Nc1nonc1-c1nc2ccccc2n1Cc1ccc(F)cc1	5	0.0	6	39*	34*	-2	28	-77	-24
Cc1cc(C(=O)CN(Cc2ccc(F)cc2)S(=O)(=O)c2ccc3c(c2)OCCO3)c(C)n1C	-3	1.6	6	-17	-1	-1	-7	-6	4
N/C(=N\OC(=O)Cc1cccs1)c1ccc([N+](=O)[O-])cc1	2	1.0	8	-3	24*	10[fluorescence artefact?]	1	28	-1
Cc1nn(Cc2ccc(Cl)cc2)c(C)c1NC(=O)c1noc2c1CCc1ccccc1-2	0	-1.1	9	-13	5	-7	-20	-17	2
O=C(NC(Cc1ccccc1)C(=O)O)C1CCCCC1 (stereo not given)	1	1.2	9	-13	-2	0	19	-13	-14
Later entries:
SMILES	p97 ATPase inh	S1P4 ag	EP2 antag	S1P4 antag	NPY Y1 blocker	eIF4E-4G inh	EP2 mod	NPY1 pot ag	NPY2 pot ag
CC1(C)C2CC=C(/C=N/NC(=O)C(N)=O)C1C2 (stereo not given)	9	-0.2	8	13	x	-1	-21	10	-10
Cc1cc(NC(=O)CSc2nc3ccccc3n2CC(C)C)no1	0	0.8	6	-12	0	4	33	13	-2
CCCCC(=O)Nc1nnc(C)s1	0	-1.0	11	-5	0	2	35	-12	6
Cc1oc(-c2ccc(Cl)cc2)nc1CN1CCCC(C(=O)NCCCN2CCCC2=O)C1 (stereo not given)	-4	1.8	x	-7	-2	-5	1	13	11
CN(C)CCCN(Cc1ccccc1)C(=S)NCc1ccccc1	1	2.1	7	-7	3	-1	-10	-20	-3
Cc1ccc(OCc2nc(-c3cccnc3)no2)cc1C	2	-0.2	4	-18	5	3	-28	-8	-8
O=c1cc(C(F)(F)F)[nH]c(=O)n1C1CCCCC1	1	-1.7	4	-7	-5	-10	25	-10	0

Copied from the results shown (19 entries):
SMILES	p97 ATPase inh	S1P4 ag	EP2 antag	S1P4 antag	NPY Y1 blocker	eIF4E-4G inh	EP2 mod	NPY1 pot ag	NPY2 pot ag
COc1cccc(CNC(=O)CCC2CCCN(c3cc(C)nc(N4CCCC4)n3)C2)c1 (stereo not given)	5	-0.4	3	-2	8	0	-28	-2	-17
CCOC(=O)C1CN(S(=O)(=O)c2ccc(C)cc2)C1	-1	-2.5	8	6	0	-7	3	24	0
Cc1nc2sc(C(c3ccccc3)N3CCN(c4ccccc4F)CC3)c(O)n2n1 (stereo not given)	3	-4.2	10	-11	-2	-7[fluorescence artefact?]	34	-13	-1
O=C1CCCc2c1nc(-c1ccc(F)cc1)n2O	1	3.3	8	-16	x	-2	-10	9	4
CCOc1ccc(/C(O)=C2\C(=O)C(=O)N(CCOCCO)C2c2ccccc2OC)cc1 (stereo not given)	3	-0.5	12	-3	2	3	24	18	18
COc1ccc(-c2c(C(F)(F)F)oc3cc(OCC(=O)Nc4ccccc4C(F)(F)F)ccc3c2=O)cc1OC	3	-1.4	12	-9	0	-13	19	-23	10
O=C(N/N=C/c1ccc([N+](=O)[O-])o1)c1cn(-c2ccccc2)nc1-c1ccccc1	6	-0.1	5	-20	-2	4	-82	14	6
O=c1c(Cl)c(NCC2CCCO2)cnn1C12CC3CC(CC(C3)C1)C2 (stereo not given)	0	-1.2	3	-3	-2	-1	7	2	-10
Cn1c(=O)oc2cc(S(=O)(=O)NC3CCCCCCC3)ccc21	3	2.0	3	7	7	4	6	-21	-25
Cc1ccc(S(=O)(=O)N(C)c2c(C)ccc(S(N)(=O)=O)c2C)cc1	-4	2.0	3	-5	-2	0	-1	-14	-1
Nc1nonc1-c1nc2ccccc2n1Cc1ccc(F)cc1	5	0.0	6	39*	34*	-2	28	-77	-24
Cc1cc(C(=O)CN(Cc2ccc(F)cc2)S(=O)(=O)c2ccc3c(c2)OCCO3)c(C)n1C	-3	1.6	6	-17	-1	-1	-7	-6	4
N/C(=N\OC(=O)Cc1cccs1)c1ccc([N+](=O)[O-])cc1	2	1.0	8	-3	24*	10[fluorescence artefact?]	1	28	-1
Cc1nn(Cc2ccc(Cl)cc2)c(C)c1NC(=O)c1noc2c1CCc1ccccc1-2	0	-1.1	9	-13	5	-7	-20	-17	2
O=C(NC(Cc1ccccc1)C(=O)O)C1CCCCC1 (stereo not given)	1	1.2	9	-13	-2	0	19	-13	-14
CC1(C)C2CC=C(/C=N/NC(=O)C(N)=O)C1C2 (stereo not given)	9	-0.2	8	13	x	-1	-21	10	-10
Cc1cc(NC(=O)CSc2nc3ccccc3n2CC(C)C)no1	0	0.8	6	-12	0	4	33	13	-2
CCCCC(=O)Nc1nnc(C)s1	0	-1.0	11	-5	0	2	35	-12	6
Cc1oc(-c2ccc(Cl)cc2)nc1CN1CCCC(C(=O)NCCCN2CCCC2=O)C1 (stereo not given)	-4	1.8	x	-7	-2	-5	1	13	11

High-throughput results from PubChem BioAssay.
